High-throughput results: PubChem, several laboratories
E-sel TNF inh – E-selectin induction blockers in HUVEC – imaging, immunofluorescence, high content, primary screen; actives 0.71% (n = 120,000); HUVEC TNFa-induced E-selectin immunofluorescence; inhibition, % at 2 µM; AID 1246, 2008;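 active = inhibition above the batch mean plus 3 SD, and confirmed as a hit on visual image review, cut at about 43% in these data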;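 also: 0% = TNF-stimulated DMSO wells and 100% = unstimulated control wells; not every result past the cut was called active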
Measles CPE – compounds protecting cells from measles virus cytopathic effect, primary screen, measles RdRp inhibitor project, single point, MLSMR library, absorbance. Measles virus-infected cells, CPE protection. protection (pct of control), % at 4 µM. actives 1.5% (n = 140,000). AID 841, 2007; in the data active = protection mostly above about 24%, no sharp cut-off; inactive = mostly below about 26%; also: some compounds called inactive have numbers as strong as hits
Yeast lifespan up – compounds extending yeast replicative lifespan, primary screen, S. cerevisiae, OD615. inhibition of the nicotinamide effect, % at 10 µM. actives 0.68% (n = 130,000). S. cerevisiae growth with nicotinamide; deaD strain in restrictive glucose medium;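 active = inhibition above a set limit, placed 3 SD over the median of all compounds, cut at about 26% in these data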;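 also: 0% = nicotinamide-treated wells and 100% = cells grown without nicotinamide; some compounds called inactive have numbers as strong as hits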
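Assay system: engineered S. cerevisiae DeaD replicative-lifespan strain, galactose-grown log-phase cells; medium: restrictive CSMM-D dextrose medium; also added: nicotinamide, 1.5 mM, co-present with compound; schedule: 48 h compound exposure at 30 °C, humidified; detection: absorbance at 615 nm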
MRP-1 activ – H69AR viability gain despite doxorubicin, primary screen, MRP-1 activator project, H69AR cells, CellTiter-Glo. AID 799, 2007. actives 0.61% (n = 140,000). viability rescue. viability increase, % at 10 µM;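 active = viability gain under doxorubicin at or above a set limit, the compound median plus 3 SD, cut at about 4.7% in these data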;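 also: MRP-1 overexpressing cells given doxorubicin 25 µM after compound pretreatment; 18-22 h compound pretreatment then 72 h with doxorubicin before readout; 0% = doxorubicin-only wells and 100% = vehicle-treated cells without doxorubicin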
GALR2 blocker – GALR2 antagonists in receptor-expressing cells, primary screen; Galanin receptor type 2 (Homo sapiens), O43603; antagonist mode; inhibition, % at 4 µM; actives 0.39% (n = 140,000); AID 828, 2007; in the data active = inhibition above about 27%;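 also: cells stimulated with galanin 1-16 at roughly its EC80; 0% = agonist challenge control and 100% = basal control without agonist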
Target sequence (O43603 whole entry, looked up): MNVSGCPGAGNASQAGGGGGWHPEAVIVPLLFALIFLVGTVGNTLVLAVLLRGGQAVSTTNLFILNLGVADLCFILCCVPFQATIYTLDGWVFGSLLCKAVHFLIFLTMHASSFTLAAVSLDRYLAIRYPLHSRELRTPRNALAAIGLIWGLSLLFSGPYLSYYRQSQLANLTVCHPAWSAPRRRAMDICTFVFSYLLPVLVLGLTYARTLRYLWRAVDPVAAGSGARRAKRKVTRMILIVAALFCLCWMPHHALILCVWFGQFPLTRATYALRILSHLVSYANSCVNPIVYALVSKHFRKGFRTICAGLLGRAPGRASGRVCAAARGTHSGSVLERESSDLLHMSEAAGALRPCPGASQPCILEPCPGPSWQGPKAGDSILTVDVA
Phagocytosis inh – inhibitors of macrophage phagocytosis, primary screen, imaging, J774A.1 cells, IgG beads; J774A.1 macrophage IgG-bead phagocytosis; inhibition, % at 5 µM; actives 0.07% (n = 110,000); AID 1029, 2008;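 active = inhibition above the mean of the plate negative controls plus 5 SD, cut at about 13% in these data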;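 also: phagocytic index as fraction of beads internalized from green versus red external bead signal; plate controls were DMSO negative control for no effect and cytochalasin-D positive control for full effect; some results beyond the cut were filed as inactive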
HCT116 PTEN-null – growth suppression of PTEN-null HCT116, primary screen, cell-based, CellTiter-Glo; viability, % at 10 µM; actives 1.2% (n = 140,000); AID 827, 2007; HCT116 PTEN-null viability, 60 h; stronger effect = lower value;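 active = viability at or below a set limit, 4 SD under the median of all tested compounds, cut at about 3.7% in these data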;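 also: PTEN knockout HCT116 line with beta catenin targeted HCT116 as companion control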
HCT116 bCat-KO – primary screen for growth suppressors in beta-catenin knockout HCT116 cells (colon tumor, human) | actives 1.5% (n = 140,000) | HCT116 beta-catenin knockout viability, CellTiter-Glo, 60 h; stronger effect = lower value | viability, % at 10 µM;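 active = viability at or under a set limit, the compound median less 4 SD, cut at about 6% in these data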;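 also: 0% = Hyamine 1622 control at 20 µM and 100% = untreated cell control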
NPY Y2 blocker – NPY-Y2 receptor antagonists, primary screen, cell-based. Neuropeptide Y receptor type 2 (Homo sapiens), P49146. NPY-Y2 expressing cells, antagonist mode. inhibition, % at 2.7 µM. actives 0.99% (n = 140,000); in the data active = inhibition above about 17%;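 also: 0% = vehicle with agonist challenge and 100% = reference antagonist with challenge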
Target sequence (P49146 whole entry, looked up): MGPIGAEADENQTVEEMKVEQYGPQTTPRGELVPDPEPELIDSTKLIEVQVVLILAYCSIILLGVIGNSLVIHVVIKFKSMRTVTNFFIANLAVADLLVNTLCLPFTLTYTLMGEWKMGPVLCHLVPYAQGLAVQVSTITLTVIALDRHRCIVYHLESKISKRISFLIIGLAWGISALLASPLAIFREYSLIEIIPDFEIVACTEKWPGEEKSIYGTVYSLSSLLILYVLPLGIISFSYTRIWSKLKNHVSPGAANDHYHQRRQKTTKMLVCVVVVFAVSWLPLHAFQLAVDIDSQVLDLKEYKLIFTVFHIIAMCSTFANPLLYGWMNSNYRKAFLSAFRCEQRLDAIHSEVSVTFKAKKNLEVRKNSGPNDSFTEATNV
BB579 growth dn – growth inhibitors of yeast BB579 in restrictive medium, primary screen, yeast lifespan-shortening project, S. cerevisiae. AID 804, 2007. actives 0.51% (n = 140,000). inhibition, % at 10 µM. OD615, 48 h;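 active = inhibition above a set limit, 3 SD over the mean compound inhibition, cut at about 44% in these data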; also: inactives centre near -24
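System: Saccharomyces cerevisiae DeaD strain BB579, replicative lifespan model yeast | Buffer or medium: Restrictive glucose-based CSMM-D medium | Times: 4 h preincubation and 48 h exposure at 30 °C | Detection: OD615 turbidity measurement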
Numbers without * were called inactive; . = no result given.

smiles	E-sel TNF inh	Measles CPE	Yeast lifespan up	MRP-1 activ	GALR2 blocker	Phagocytosis inh	HCT116 PTEN-null	HCT116 bCat-KO	NPY Y2 blocker	BB579 growth dn
CCOC(=O)c1c(NC(=O)CN2CCN(c3ccc(Cl)cc3)CC2)sc(C)c1C	-19	4	2	-2.7	-6	0	83	87	1	-19
O=C1NC(=O)C(Nc2cccc3ccccc23)S1 (centres undefined)	-2	7	.	-4.3	4	.	98	100	5	-39
Cc1cc(C)c(NC2=NCC(=O)N2C2CCCCC2)c(C)c1	-13	23	-9	-2.2	-10	0	96	101	8	-44
CN1CCc2c(c3c(n2C)CCN(C)C3c2ccc(F)cc2)C1c1ccc(F)cc1 (centres undefined)	11	9	-2	-1.5	-3	-1	103	105	5	12
Cc1ccc(C(=O)c2oc3ccccc3c2NC(=O)c2cc(-c3ccccc3O)n[nH]2)cc1	.	27	-4	-4.0	-2	-6	43	35	-2	-8
O=C(NC(=S)Nc1ccccn1)c1cc(-c2ccccc2)nc2ccccc12	.	15	-2	7.5*	4	-4	82	97	10	-14
CCOC(=O)Cn1c(=NC(=O)CSC(C)=O)sc2cc(OC)ccc21	-31	3	-7	-1.4	-11	.	102	97	7	-70
O=S(=O)(Nc1ncn[nH]1)c1ccc2ccccc2c1	18	9	-8	-2.4	-22	2	96	94	11	-11
CCc1ccccc1NC(=O)CSc1nnc(-c2ccco2)n1N	-20	7	-10	-1.4	-5	0	103	107	2	-16
CCc1ccc(N2CCN(C(=O)c3ccc(OC)c(OC)c3)CC2)cc1	-1	7	-7	0.2	-5	0	45	39	3	0
Cc1ccc(S(C)(=O)=O)cc1S(=O)(=O)Nc1ccccc1	20	6	-2	-0.9	0	-7	100	96	2	-17
CN(C(=O)c1ccncc1)c1nnc(-c2ccccn2)s1	-3	31	-24	1.3	2	-2	110	110	0	-19

Later entries:
smiles	E-sel TNF inh	Measles CPE	Yeast lifespan up	MRP-1 activ	GALR2 blocker	Phagocytosis inh	HCT116 PTEN-null	HCT116 bCat-KO	NPY Y2 blocker	BB579 growth dn
CCn1c(-c2cc(Br)cc(OC)c2O)nc2cc(S(=O)(=O)N(C)C)ccc21	.	16	-2	-3.4	-12	0	76	80	0	-17
CC(=O)c1cccc(NC(=O)NCc2ccco2)c1	-18	7	-5	-2.3	11	-1	88	85	0	-2
Cc1ccccc1CSCC(=O)Nc1ccccc1-c1ccccc1	.	2	5	-3.1	-12	.	64	81	9	-26
CC(C)C(=O)NC(c1ccc([N+](=O)[O-])cc1)c1c(O)ccc2ccccc12 (centres undefined)	-21	4	-16	-6.0	7	.	1.8*	2.0*	-2	-49
COc1ccccc1CNC(=O)CSc1nc(-c2ccccc2)cn1N	12	5	-14	-2.7	3	4	85	89	-3	15
COc1ccccc1-c1noc(-c2cc(OC)c(OC)c(OC)c2)n1	-20	10	-8	-2.6	13	.	82	83	1	-28
CC1=C(C(=O)N2CCOCC2)C(c2ccc(Cl)cc2)NC(=S)N1 (centres undefined)	-10	12	-1	-0.6	-8	-7	99	92	4	0
COCCCn1c(C)nnc1SCC(=O)NCc1ccco1	18	11	.	-0.8	2	.	94	94	1	-14
Cc1nn(-c2ccccc2)c(C)c1NC(=O)c1cccs1	-12	4	-8	-1.0	-8	1	100	87	-1	-3
S=C(Nc1ccc(Oc2ccccc2)cc1)NC1CCCCC1	-48	12	-4	-3.5	-8	1	61	45	2	-11
O=C(N/N=C\c1cn(-c2ccccc2)nc1-c1ccccc1)c1ccc2c(c1)OCO2	0	4	-15	0.4	12	.	24	27	2	-56
Cn1c(=O)c2c(nc(N3CCN(c4ccccn4)CC3)n2Cc2ccc(Cl)cc2Cl)n(C)c1=O	11	4	-12	-2.0	4	.	90	85	-1	-38

(continued)
smiles	E-sel TNF inh	Measles CPE	Yeast lifespan up	MRP-1 activ	GALR2 blocker	Phagocytosis inh	HCT116 PTEN-null	HCT116 bCat-KO	NPY Y2 blocker	BB579 growth dn
Cc1n[nH]c(C)c1CCc1nc2c3ccccc3nc(SCC(N)=O)n2n1	.	5	-5	-0.8	-29	0	86	87	3	-76
Cc1nc(SCC(=O)c2ccccc2)n[nH]1	34	3	-3	-0.8	-2	-1	104	99	1	-57
Cc1cccc(/C=C2\CS/C(=C\c3cccc(C)c3)C2=O)c1	-2	5	24	0.7	-20	0	61	66	2	-73
CCOC(=O)C1=C(C)Nc2nc3ccccc3n2C1c1ccccc1 (centres undefined)	-4	7	-8	-2.2	-5	-3	89	97	0	-11
CCC(Oc1ccccc1)C(=O)NCCOC (centres undefined)	-18	8	-3	-1.7	-3	.	99	86	2	-24
CCC(Oc1ccccc1)C(=O)N(Cc1ccccc1)c1ccccn1 (centres undefined)	12	4	5	-1.8	-8	-6	85	84	4	1
Cc1nc(CC(=O)O)c(-c2ccccc2)s1	-7	11	22	0.2	2	-2	90	94	0	-34
CC(=O)N1CCc2cc(NC(=O)c3ccc(C)cc3)ccc21	-11	12	-11	0.0	-10	0	86	77	0	-65
Cc1cc(C(=O)N/N=C/c2cccs2)no1	.	20	1	-0.5	-9	7	95	78	-1	-26
Cc1ccc(C2CC(c3ccccc3OC(F)F)Nc3ncnn32)cc1 (centres undefined)	-29	25	-9	-0.7	6	0	94	88	1	-54
COc1cc(OC)c(OC)cc1/C=N/NC(=O)c1ccc(=O)n(C)c1	19	12	-5	-2.7	-15	-11	90	108	2	-18
O=C(O)c1cn(-c2ccc(F)c(F)c2)c2c(F)c(F)c(F)c(F)c2c1=O	21	4	-9	-2.1	10	.	76	65	5	-1

Later entries
smiles	E-sel TNF inh	Measles CPE	Yeast lifespan up	MRP-1 activ	GALR2 blocker	Phagocytosis inh	HCT116 PTEN-null	HCT116 bCat-KO	NPY Y2 blocker	BB579 growth dn
COC(=O)C1=C(C)NC(=O)CC1c1ccc(C(=O)OC)cc1 (centres undefined)	.	5	-18	-0.9	-21	1	108	114	2	-12
Cc1ccc(NC(=S)N(Cc2cccs2)Cc2cc3cccc(C)c3[nH]c2=O)cc1	-12	20	6	0.0	2	-13	75	77	3	-18
NC(=S)N/N=C/c1ccccc1OCc1cccc(Cl)c1	-48	6	-12	-3.3	1	.	.	45	6	-12
CC1CC(=O)C2=C(C1)Nc1ncnn1C2c1ccccc1 (centres undefined)	.	7	-5	-3.7	9	0	94	93	4	-14
Cc1cc(C(=O)Nc2c(F)cc(F)cc2Br)c(C)o1	-17	7	8	-1.7	8	-1	92	100	-1	-31
CCOCCCNCc1cc(Br)ccc1OCc1ccccc1	.	16	7	-4.8	14	.	58	64	14	-20
Cc1ccc(S(=O)(=O)N(C)CCCC(=O)Nc2ccncc2)cc1	5	15	0	-2.9	11	0	76	73	0	-20
CCOC(=O)c1ccccc1N1C(=O)C2Sc3[nH]c(=O)sc3C(/C=C/c3ccccc3)C2C1=O (centres undefined)	.	7	8	-1.5	-2	-10	100	91	-1	-66
O=C(CSc1nc2ccccc2o1)Nc1ccc(Cl)cc1	3	26*	-10	-0.9	5	2	99	102	7	-16
Cn1c(N)cc(=O)n(Cc2ccccc2)c1=O	4	3	12	1.2	6	.	99	95	1	-34
O=C(NNS(=O)(=O)c1cc(Cl)cc(Cl)c1)c1sccc1-n1cccc1	-22	9	-10	-2.5	3	.	92	80	5	-32
COCc1cc(=O)[nH]c(/N=C(\N)Nc2ccc(Oc3ccccc3)cc2)n1	3	28	-1	-3.3	7	2	82	92	6	-45

Other compounds:
smiles	E-sel TNF inh	Measles CPE	Yeast lifespan up	MRP-1 activ	GALR2 blocker	Phagocytosis inh	HCT116 PTEN-null	HCT116 bCat-KO	NPY Y2 blocker	BB579 growth dn
CCCn1c(SCC(=O)Nc2cc(S(=O)(=O)N3CCOCC3)ccc2OC)n[nH]c1=O	.	50*	-1	-2.4	2	-8	96	91	0	-7
CCCCCCCC[n+]1cccc(C(=O)N2c3c(nc(N)[nH]c3=O)NC(C)C2C)c1 (centres undefined)	.	48	5	-1.3	4	-4	108	93	3	-5
O=C1CNC(=O)/C1=C\N1CCCCC1	-12	9	4	-0.1	10	1	111	98	5	-46
CN(CCOc1ccccc1)c1ccc(S(=O)(=O)N2CCCCC2)cn1	-31	2	1	0.2	-2	0	78	83	2	1
Cc1nn(-c2ccccc2)c(N)c1C(c1ccccc1)c1c(C)nn(-c2ccccc2)c1N	18	38	6	-3.6	4	-3	75	73	2	-25
CC(=O)Nc1ccc(S(=O)(=O)N(C)c2ccccc2)cc1	-21	7	-8	-3.6	2	-1	86	84	-1	-23
CCN(CC)CCn1c(NCc2ccc(OC)cc2)nc2ccccc21	20	6	-5	-3.5	12	1	58	60	9	-3
CCC(=O)NC(=S)Nc1ccc(NC(=O)c2ccccc2[N+](=O)[O-])cc1	-30	5	8	0.3	-7	-5	92	91	1	-32
C[C@@H](C(=O)Nc1nc(-c2ccccn2)cs1)N1C(=O)C2CCCCC2C1=O (some centres undefined)	.	3	-5	-1.5	0	0	21	21	1	-6
CCn1cc(C(=O)O)c(=O)c2cc(F)c(N3CCN(S(=O)(=O)c4ccc(NC(C)=O)cc4)CC3)cc21	9	6	5	2.0	-10	-2	88	93	3	-34

Compounds were not picked by outcome. About 6.3% of those tested had a hit in this group.
